High-throughput results deposited in PubChem BioAssay by Broad Institute.
TcdB inh – inhibitors of Clostridioides difficile toxin B glycohydrolase | P18177 | TcdB glycohydrolase enzymatic assay, plate reader | inhibition, % at 9.99 µM | hit rate 0.24% among 350,000 | AID 652162; in the data active = inhibition above about 10%
Target sequence (P18177 whole entry, looked up): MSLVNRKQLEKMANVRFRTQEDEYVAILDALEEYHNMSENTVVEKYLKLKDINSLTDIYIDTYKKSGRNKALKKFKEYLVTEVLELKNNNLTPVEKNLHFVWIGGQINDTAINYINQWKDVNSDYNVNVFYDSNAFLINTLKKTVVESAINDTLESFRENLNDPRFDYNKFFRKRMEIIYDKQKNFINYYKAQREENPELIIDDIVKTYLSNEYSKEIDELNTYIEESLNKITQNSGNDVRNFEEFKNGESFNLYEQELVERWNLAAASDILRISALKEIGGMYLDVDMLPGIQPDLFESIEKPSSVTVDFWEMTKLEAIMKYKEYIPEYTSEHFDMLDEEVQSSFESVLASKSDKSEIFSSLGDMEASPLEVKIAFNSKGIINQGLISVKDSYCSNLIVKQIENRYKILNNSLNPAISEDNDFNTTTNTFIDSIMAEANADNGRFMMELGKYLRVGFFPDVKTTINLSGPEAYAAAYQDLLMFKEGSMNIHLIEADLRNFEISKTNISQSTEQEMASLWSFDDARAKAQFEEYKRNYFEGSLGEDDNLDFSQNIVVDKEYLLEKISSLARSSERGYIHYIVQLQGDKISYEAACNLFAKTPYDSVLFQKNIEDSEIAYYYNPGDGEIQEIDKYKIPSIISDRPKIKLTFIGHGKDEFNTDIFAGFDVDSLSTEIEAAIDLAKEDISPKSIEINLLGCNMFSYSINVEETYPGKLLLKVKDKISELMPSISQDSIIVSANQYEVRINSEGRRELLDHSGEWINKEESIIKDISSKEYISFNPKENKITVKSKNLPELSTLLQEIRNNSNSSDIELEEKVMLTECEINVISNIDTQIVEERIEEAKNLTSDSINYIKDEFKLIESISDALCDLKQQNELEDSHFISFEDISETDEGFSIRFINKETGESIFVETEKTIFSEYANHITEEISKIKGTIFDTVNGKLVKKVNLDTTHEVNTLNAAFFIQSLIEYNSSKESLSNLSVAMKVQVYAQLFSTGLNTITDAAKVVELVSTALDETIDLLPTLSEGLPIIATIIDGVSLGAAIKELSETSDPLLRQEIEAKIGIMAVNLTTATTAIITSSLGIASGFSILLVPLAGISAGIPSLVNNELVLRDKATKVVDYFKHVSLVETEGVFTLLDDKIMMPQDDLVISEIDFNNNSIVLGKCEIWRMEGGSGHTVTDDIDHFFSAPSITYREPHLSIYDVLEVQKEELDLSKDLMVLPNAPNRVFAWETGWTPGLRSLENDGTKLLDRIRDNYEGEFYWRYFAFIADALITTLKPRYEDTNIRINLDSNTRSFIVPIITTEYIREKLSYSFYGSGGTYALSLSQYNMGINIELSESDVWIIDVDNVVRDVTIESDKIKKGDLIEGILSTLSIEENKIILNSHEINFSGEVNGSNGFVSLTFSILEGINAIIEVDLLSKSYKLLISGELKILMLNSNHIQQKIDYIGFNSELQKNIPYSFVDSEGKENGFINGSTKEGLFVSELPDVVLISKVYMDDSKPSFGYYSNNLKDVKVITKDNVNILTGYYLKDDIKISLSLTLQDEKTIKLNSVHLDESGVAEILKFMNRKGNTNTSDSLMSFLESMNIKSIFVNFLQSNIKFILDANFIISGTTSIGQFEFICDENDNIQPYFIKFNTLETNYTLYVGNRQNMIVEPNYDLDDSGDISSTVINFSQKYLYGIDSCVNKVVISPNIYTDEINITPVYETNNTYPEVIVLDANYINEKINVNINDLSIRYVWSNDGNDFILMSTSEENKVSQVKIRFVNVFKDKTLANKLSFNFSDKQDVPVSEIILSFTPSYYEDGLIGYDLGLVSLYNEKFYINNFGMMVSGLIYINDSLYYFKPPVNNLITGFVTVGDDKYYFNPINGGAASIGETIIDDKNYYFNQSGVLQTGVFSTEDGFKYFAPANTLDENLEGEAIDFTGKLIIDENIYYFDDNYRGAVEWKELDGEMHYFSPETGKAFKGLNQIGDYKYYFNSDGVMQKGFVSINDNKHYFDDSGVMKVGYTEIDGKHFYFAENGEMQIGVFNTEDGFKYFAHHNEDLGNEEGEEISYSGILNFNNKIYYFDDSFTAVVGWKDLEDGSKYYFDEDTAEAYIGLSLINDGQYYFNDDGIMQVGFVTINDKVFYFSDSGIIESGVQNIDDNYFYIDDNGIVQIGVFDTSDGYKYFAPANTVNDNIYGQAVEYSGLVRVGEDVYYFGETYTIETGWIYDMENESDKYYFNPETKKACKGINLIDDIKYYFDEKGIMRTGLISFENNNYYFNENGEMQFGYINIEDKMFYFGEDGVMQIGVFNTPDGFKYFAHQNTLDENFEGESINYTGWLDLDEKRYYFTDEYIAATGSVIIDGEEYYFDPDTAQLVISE
* hit, by the source's call; & = joins results of further samples.

compound,TcdB inh
C[C@@H]1CN([C@@H](C)CO)C(=O)c2cccc(NS(=O)(=O)c3ccc(Cl)cc3)c2O[C@@H]1CN(C)Cc1ccc(C(=O)Nc2ccccc2N)cc1,0.2
COc1ccccc1CN1C[C@@H]2N[C@H](C1)C2c1ccc(-c2ccccc2OC)cc1 (some centres not stated),0.2&0.5
CO[C@H]1CN(C)C(=O)c2cc(NC(=O)c3cnccn3)ccc2OC[C@H](C)NC[C@H]1C,-1.4
C[C@H]1CN([C@@H](C)CO)C(=O)Cc2cc(NC(=O)Nc3ccccc3)ccc2O[C@H]1CN(C)C(=O)NC1CCCCC1,1.6
C[C@@H]1CN([C@H](C)CO)C(=O)Cc2cc(NC(=O)CCN3CCOCC3)ccc2O[C@@H]1CN(C)S(=O)(=O)c1cn(C)cn1,-8.0
CO[C@@H]1CN(C)C(=O)c2ccc(NC(=O)C3CC3)cc2OC[C@@H](C)NC[C@@H]1C,-0.4
C[C@H](CO)N1C[C@H](C)[C@H](CN(C)S(=O)(=O)c2ccc(Cl)cc2)OCCCC[C@H](C)Oc2ccc(NS(C)(=O)=O)cc2C1=O,0.0
COCCNC(=O)C[C@H]1C[C@H]2c3cc(NC(=O)c4ccc5c(c4)OCO5)ccc3O[C@H]2[C@H](CO)O1,-1.8
O=C(C[C@H]1CC[C@H](NC(=O)c2cnccn2)[C@@H](CO)O1)NCc1ccccc1F,-0.1
CN(C)CC(=O)N1CC2(C1)[C@@H](c1ccccc1)[C@@H](CO)N2S(=O)(=O)c1ccccc1,-0.7
CNC[C@H]1Oc2ccc(NS(=O)(=O)c3cn(C)cn3)cc2C(=O)N([C@@H](C)CO)C[C@H]1C,0.8
Cc1cccc(S(=O)(=O)N2[C@@H]3CNC[C@H]2C3c2ccc(-c3cccnc3)cc2)c1 (some centres not stated),0.5&0.3
C[C@H](O)C#Cc1cnc2c(c1)C(=O)N([C@H](C)CO)C[C@H](C)[C@@H](CN(C)Cc1ccc(-c3ccccc3)cc1)O2,-1.1
COc1ccc2c3c([nH]c2c1)[C@H](CO)N(C(=O)Nc1cccc(F)c1)CC31CCN(CC2CC2)CC1,0.8
COc1ccc2c3c(n(C)c2c1)[C@@H](CO)N(C(=O)c1ccc(F)cc1)CC31CCN(CC2CCOCC2)CC1,0.4
C[C@@H]1CN([C@@H](C)CO)C(=O)c2cc(NS(=O)(=O)c3ccc(F)cc3)ccc2O[C@@H]1CN(C)CC1CCCCC1,0.0
C[C@@H]1CCCCO[C@@H](CN(C)S(=O)(=O)c2ccc(Cl)cc2)[C@H](C)CN([C@@H](C)CO)C(=O)c2cc(NC(=O)Nc3ccccc3)ccc2O1,0.6
CC(C)C#Cc1cnc2c(c1)C(=O)N([C@H](C)CO)C[C@@H](C)[C@@H](CN(C)C(=O)Nc1cccc(F)c1)O2,0.7
Cc1ccccc1S(=O)(=O)N1CCCCN2[C@@H](CO)[C@@H](c3ccc(-c4cccc(F)c4)cc3)[C@@H]2C1,0.3
COc1ccc2c3c(n(C)c2c1)[C@H](CO)N(C(=O)CN(C)C)CC31CCN(C(=O)NC(C)C)CC1,-5.6
C[C@@H]1CN([C@@H](C)CO)C(=O)CCCn2nncc2CO[C@H]1CN(C)Cc1ccc2c(c1)OCCN2C,-8.0
COCC#Cc1cnc2c(c1)C(=O)N([C@H](C)CO)C[C@@H](C)[C@@H](CN(C)C(=O)c1ccc3c(c1)OCO3)O2,-2.2
O=C(C[C@@H]1CC[C@@H]2[C@H](COC[C@@H](O)CN2Cc2ccccc2)O1)N1CCOCC1,-0.5
O=C(C[C@@H]1C=C[C@H](NC(=O)c2ccccc2)[C@H](CO)O1)Nc1ccc(-c2ccccc2)cc1,1.4

Laid out differently: results already given.
> C[C@@H]1CN([C@@H](C)CO)C(=O)c2cc(NS(=O)(=O)c3ccc(F)cc3)ccc2O[C@@H]1CN(C)CC1CCCCC1
  TcdB inh: 0.0
> C[C@@H]1CCCCO[C@@H](CN(C)S(=O)(=O)c2ccc(Cl)cc2)[C@H](C)CN([C@@H](C)CO)C(=O)c2cc(NC(=O)Nc3ccccc3)ccc2O1
  TcdB inh: 0.6

Other structures
compound,TcdB inh
CCCC#Cc1ccc([C@@H]2[C@H](CO)N3C(=O)CN(C(=O)c4ccccc4)C[C@@H]23)cc1,-0.4
CCC(=O)N1[C@@H]2CN(S(=O)(=O)c3ccc(F)cc3)c3ccccc3[C@@H]2[C@@H]1CO,-2.1
C[C@H]1CN([C@@H](C)CO)C(=O)c2cc(NS(=O)(=O)c3cccs3)ccc2O[C@H]1CN(C)C,-0.6
Cc1noc(C)c1NC(=O)N(C)C[C@H]1OCCCC[C@H](C)Oc2ccc(NC(=O)Nc3ccc(F)cc3)cc2C(=O)N([C@@H](C)CO)C[C@@H]1C,0.7
C[C@@H]1CN([C@H](C)CO)C(=O)CCCn2nncc2CO[C@@H]1CN(C)Cc1ccc(Oc2ccccc2)cc1,1.3
C[C@@H]1CCCCO[C@H](CN(C)S(=O)(=O)c2cccs2)[C@@H](C)CN([C@@H](C)CO)C(=O)c2cc(NS(=O)(=O)c3cccs3)ccc2O1,-5.6
Cc1ccc(S(=O)(=O)Nc2ccc3c(c2)CC(=O)N([C@@H](C)CO)C[C@H](C)[C@@H](CN(C)S(=O)(=O)c2cccs2)O3)cc1,-4.0
O=C(c1cccc(F)c1)N1CC[C@@H]2[C@@H](CO)Nc3ccc(-c4ccc(F)cc4)cc3[C@@H]21,1.6
C[C@@H]1CN([C@H](C)CO)C(=O)c2cc(NS(=O)(=O)c3cccs3)ccc2O[C@@H](C)CCCCO[C@@H]1CN(C)Cc1ccc(C(F)(F)F)cc1,-0.9
O=C(C1CCCC1)N1C[C@H]2[C@@H](c3ccccc31)[C@@H](CO)N2C(=O)c1cccnc1,-0.1
CCS(=O)(=O)N1CC2(CN(Cc3ccc(OC)cc3)[C@@H](CO)c3c2c2ccc(OC)cc2n3C)C1,-0.1
O=C(C[C@H]1CC[C@@H](NC(=O)Nc2ccccc2)[C@@H](CO)O1)NCc1cccc(F)c1,0.2
COC(=O)[C@H]1[C@H](CO)[C@H]2Cn3c(ccc(-c4cccc(F)c4)c3=O)[C@@H]1N2Cc1ccncc1,-0.2
C[C@H]1CN([C@@H](C)CO)C(=O)Cc2cc(NC(=O)C3CC3)ccc2O[C@@H]1CN(C)S(=O)(=O)c1ccc(Cl)cc1,-1.1
Cn1cnc(CCNC(=O)C[C@@H]2CC[C@@H]3[C@H](COC[C@H](O)CN3C(=O)C3CCCC3)O2)c1,-0.2
Cc1noc(C)c1S(=O)(=O)N(C)C[C@H]1OCCCC[C@@H](C)Oc2ccc(NC(=O)NC(C)C)cc2C(=O)N([C@@H](C)CO)C[C@H]1C,0.2
COc1ccc(S(=O)(=O)N(C)C[C@H]2Oc3c(NS(=O)(=O)c4c(C)noc4C)cccc3C(=O)N([C@H](C)CO)C[C@H]2C)cc1,-2.4
CC(C)[C@H]1COCc2cn(nn2)CC[C@H](Cc2ccccc2)C(=O)N1,-0.5
C[C@H]1CN([C@@H](C)CO)C(=O)Cc2cc(NC(=O)C3CC3)ccc2O[C@H]1CN(C)C(=O)NC1CCCCC1,-0.9
C[C@H](CO)N1C[C@H](C)[C@H](CN(C)Cc2ccc(C(F)(F)F)cc2)Oc2c(NC(=O)Nc3ccc4c(c3)OCO4)cccc2C1=O,-1.6
C[C@@H]1CN([C@H](C)CO)C(=O)Cc2cc(NS(=O)(=O)c3cn(C)cn3)ccc2O[C@@H]1CN(C)Cc1ccc(Cl)c(Cl)c1,0.4
O=C(C1CCCC1)N1CC2(C1)[C@H](c1ccccc1)[C@@H](CO)N2Cc1ccccc1F,0.0
CC(C)NC(=O)N(C)C[C@@H]1Oc2ccc(NC(=O)C3CC3)cc2C(=O)N([C@@H](C)CO)C[C@H]1C,0.6
C[C@@H]1CN([C@@H](C)CO)C(=O)c2cccc(NC(=O)Nc3ccccc3)c2O[C@@H]1CN(C)Cc1ccc(Oc2ccccc2)cc1,0.2

The closing four compounds of the part before are carried over, then new ones follow:
compound,TcdB inh
C[C@@H]1CN([C@H](C)CO)C(=O)Cc2cc(NS(=O)(=O)c3cn(C)cn3)ccc2O[C@@H]1CN(C)Cc1ccc(Cl)c(Cl)c1,0.4
O=C(C1CCCC1)N1CC2(C1)[C@H](c1ccccc1)[C@@H](CO)N2Cc1ccccc1F,0.0
CC(C)NC(=O)N(C)C[C@@H]1Oc2ccc(NC(=O)C3CC3)cc2C(=O)N([C@@H](C)CO)C[C@H]1C,0.6
C[C@@H]1CN([C@@H](C)CO)C(=O)c2cccc(NC(=O)Nc3ccccc3)c2O[C@@H]1CN(C)Cc1ccc(Oc2ccccc2)cc1,0.2
O=C(C[C@@H]1CC[C@@H](NC(=O)c2cccnc2)[C@H](CO)O1)NCCN1CCCCC1,0.1
C[C@@H]1CCCCO[C@@H](CN(C)C(=O)Nc2ccccc2)[C@H](C)CN([C@H](C)CO)C(=O)c2cc(NC(=O)Nc3cccc4ccccc34)ccc2O1,-3.3
COc1ccc(NC(=O)N(C)C[C@H]2Oc3c(NC(=O)Nc4ccc5c(c4)OCO5)cccc3C(=O)N([C@H](C)CO)C[C@H]2C)cc1,0.9
N#Cc1ccc2nc(-c3ccc(CN4CCC(n5nnc6ccccc65)CC4)cc3)c(-c3ccccc3)nc2c1,-0.1
CCN1[C@@H]2c3ccc(-c4ccc(C(=O)N(C)C)cc4)c(=O)n3C[C@@H]2[C@@H](CO)[C@@H]1C(=O)NCCOC,1.3
CCS(=O)(=O)Nc1ccc2c(c1)C(=O)N(C)[C@@H]1CC[C@@H](CC(=O)Nc3ccccc3)O[C@@H]1CO2,0.2
C[C@@H]1CCCCO[C@H](CN(C)Cc2ccc(C(F)(F)F)cc2)[C@H](C)CN([C@@H](C)CO)C(=O)c2cc(NS(=O)(=O)c3ccccc3)ccc2O1,0.4
CC(C)NC(=O)Nc1cccc2c1O[C@H](CN(C)C(=O)Nc1ccc(C(F)(F)F)cc1)[C@H](C)CN([C@@H](C)CO)C2=O,0.9
CN(C)C(=O)C[C@@H]1CC[C@@H](NC(=O)NC2CCCCC2)[C@H](CO)O1,0.3
O=C(C1CCCC1)N1CC2(C1)[C@H](c1ccccc1)[C@@H](CO)N2C(=O)NC1CCCC1,-0.5
Cc1ccc(S(=O)(=O)Nc2ccc3c(c2)C(=O)N([C@@H](C)CO)C[C@@H](C)[C@H](CN(C)Cc2ccc(C(F)(F)F)cc2)OCCCC[C@H](C)O3)cc1,1.7
CC=Cc1ccc2n(c1=O)C[C@H]1[C@H](CO)[C@@H](C(=O)Nc3nccs3)N(C(=O)CC)[C@@H]21 (mixture of isomers),0.2
O=C(C[C@@H]1CC[C@H]2[C@@H](COC[C@@H](O)CN2S(=O)(=O)c2ccccc2)O1)NCCN1CCCCC1,-0.4
CO[C@H](CN(C)S(=O)(=O)c1ccc(F)cc1)[C@@H](C)CN(Cc1ccccc1Cl)[C@H](C)CO,0.5
Cc1noc(C)c1NC(=O)N(C)C[C@@H]1OCCCC[C@@H](C)Oc2ccc(NC(=O)Nc3ccc4c(c3)OCO4)cc2C(=O)N([C@H](C)CO)C[C@@H]1C,-0.1
Cc1ccccc1S(=O)(=O)N1[C@H](C#N)[C@H](c2ccc(C#CC3CCCCC3)cc2)[C@@H]1CO,0.2
CC(=O)N(C)C[C@H]1Oc2cc(-c3ccccc3C)ccc2S(=O)(=O)N([C@H](C)CO)C[C@@H]1C,0.7
COCC(=O)N1[C@H](CO)[C@@H](c2ccccc2)[C@@H]1CN(C)C(=O)c1cccnc1,-3.6
O=C(C[C@@H]1CC[C@@H](NC(=O)C2CC2)[C@@H](CO)O1)NCc1ccncc1,-0.7
COCCNC(=O)C[C@@H]1CC[C@H]2[C@@H](COc3ccc(NC(=O)c4cc(C)on4)cc3C(=O)N2C)O1,-0.3
CC(C)CC#Cc1cnc2c(c1)C(=O)N([C@@H](C)CO)C[C@H](C)[C@@H](CN(C)C(=O)c1ccc3c(c1)OCO3)O2,0.1
C[C@@H]1CN([C@@H](C)CO)C(=O)c2cc(/C=C/c3ccccc3)cnc2O[C@H]1CN(C)Cc1ccncc1,1.4
C[C@@H]1CN([C@@H](C)CO)S(=O)(=O)c2ccc(-c3ccc(C#N)cc3)cc2O[C@@H]1CN(C)CC1CC1,0.6
C[C@@H]1CN([C@H](C)CO)S(=O)(=O)c2ccc(C#CC3(O)CCCC3)cc2O[C@@H]1CN(C)C(=O)Nc1cccc(F)c1,1.4
C[C@H](CO)N1C[C@H](C)[C@H](CN(C)S(C)(=O)=O)Oc2ccc(N(C)C)cc2C1=O,-3.5
O=C(C[C@H]1C=C[C@H](NC(=O)c2ccccn2)[C@H](CO)O1)NCc1cc(F)cc(F)c1,-3.5
O=C(C1=C[C@H](c2ccc3c(c2)Cc2ccccc2-3)C[C@H](OCCCCO)O1)N1CCCCC1,-0.1
COCC(=O)N[C@H]1C[C@@H]2O[C@H](CO)CC[C@@H]2O[C@@H]1CCc1ccc(-c2ccccc2)cc1,1.1
C[C@H](NC(=O)[C@@H]1[C@@H](CO)[C@@H]2Cn3c(ccc(-c4cccnc4)c3=O)[C@@H]2N1C)c1ccccc1,-0.2
CCCC(=O)Nc1ccc2c(c1)OC[C@@H](C)N(CC1CCOCC1)C[C@H](C)[C@H](OC)CN(C)C2=O,0.4
COc1ccc(NC(=O)N(C)C[C@H]2Oc3c(NC(=O)Nc4c(C)noc4C)cccc3C(=O)N([C@@H](C)CO)C[C@H]2C)cc1,0.7
COc1cccc(-c2ccc3c(c2)O[C@@H](CN(C)Cc2cccnc2)[C@H](C)CN([C@@H](C)CO)S3(=O)=O)c1,0.0
O=C(Cc1ccccc1)N1C[C@@H]2[C@H](c3ccccc31)[C@@H](CO)N2C(=O)c1cccc(F)c1,-0.1

Some of the compounds tested; count on the stated rates, not on these rows.
